Mac1 fbg enh = enhancers of human CD11b/CD18 binding to fibrinogen. activation, % at 10 µM. P05107+P11215. K562 CD11b/CD18 adhesion to fibrinogen, ATPlite luminescence. 0.07% of 93,000 active;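 active means 10 µM primary screen giving 50% or more activity, confirmed by 40% or more on retest at that dose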; further: strong numbers were not always called active; reference of the scale not given here
CD11b adhes inh = inhibitors of human CD11b/CD18 binding to fibrinogen | P05107+P11215 | K562 CD11b/CD18 adhesion to fibrinogen, ATPlite luminescence; Mn2+ added to activate the integrin | inhibition, % at 10 µM | 0.54% of 93,000 active;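 active means primary inhibition of 50% or more at 10 µM, then 40% or more on retest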; further: some results filed as inactive read as strong as hits
ERb coact inh = ER-beta (human) coactivator binding inhibition. AID 633. 1.3% of 86,000 active. TR-FRET ER-beta LBD / SRC1-Cy5 peptide binding; receptor agonist-loaded with 1 µM estradiol. Q92731. inhibition, % at 25.6 µM;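 active means compounds whose percent inhibition of the receptor-coactivator binding signal exceeds about 50% in the single-dose screen, limit read from the data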;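 further: 0% = receptor plus peptide wells without compound and 100% = peptide-only wells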
Target sequence (Q92731 whole entry, looked up, the tested form may be a part): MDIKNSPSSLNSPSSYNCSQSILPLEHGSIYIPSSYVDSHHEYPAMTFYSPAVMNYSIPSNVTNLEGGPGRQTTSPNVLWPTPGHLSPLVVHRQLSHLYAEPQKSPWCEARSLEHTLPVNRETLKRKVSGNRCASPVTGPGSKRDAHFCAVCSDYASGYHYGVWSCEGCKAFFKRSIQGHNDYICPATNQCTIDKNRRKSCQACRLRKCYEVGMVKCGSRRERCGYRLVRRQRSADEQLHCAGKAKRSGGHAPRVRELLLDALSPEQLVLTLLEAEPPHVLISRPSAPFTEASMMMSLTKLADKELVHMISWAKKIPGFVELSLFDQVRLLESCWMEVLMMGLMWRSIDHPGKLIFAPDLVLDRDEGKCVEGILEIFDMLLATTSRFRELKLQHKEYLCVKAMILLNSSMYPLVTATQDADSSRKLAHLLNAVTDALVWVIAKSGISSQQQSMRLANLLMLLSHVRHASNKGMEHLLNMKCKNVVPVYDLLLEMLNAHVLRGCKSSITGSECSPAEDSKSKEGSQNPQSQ
sEH inhibitor = inhibitors of human soluble epoxide hydrolase; inhibition, % at 2 µM; recombinant human sEH enzymatic activity assay; 0.34% of 91,000 active; P34913; in the data active means inhibition above about 80%; further: values of inactives mirror those of a sister screen read the other way; many of its hits are not listed in these tables
Calb biofilm kill = kills Candida albicans biofilms; inhibition, % at 6 µM; 0.14% of 85,000 active; C. albicans biofilm + clotrimazole, Alamar Blue;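 active means inhibition above 20%; inactive means inhibition below 20%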;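 further: preformed 24 hr biofilms exposed to compound for 48 hr; 0% = biofilm without compound and 100% = blank killed by clotrimazole plus chlorhexidine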
sEH act = increases human soluble epoxide hydrolase activity; activation, % at 2 µM; P34913; AID 717; purified human sEH enzymatic activity, activator screen; 0.04% of 91,000 active; in the data active means activation above about 37%; further: values of inactives mirror those of a sister screen read the other way
Smad3 inh = inhibitors of human Smad3 transcription factor binding. TR-FRET Smad3/Dy647-FoxH1 peptide binding, europium anti-His. inhibition, % at 25 µM. 0.29% of 88,000 active;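 active means compounds that reduce the energy-transfer binding signal between the protein and its labelled peptide by more than half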;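 further: 0% = Smad3 plus labelled peptide maximal FRET and 100% = peptide-only background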
Target sequence (P84022 whole entry, looked up): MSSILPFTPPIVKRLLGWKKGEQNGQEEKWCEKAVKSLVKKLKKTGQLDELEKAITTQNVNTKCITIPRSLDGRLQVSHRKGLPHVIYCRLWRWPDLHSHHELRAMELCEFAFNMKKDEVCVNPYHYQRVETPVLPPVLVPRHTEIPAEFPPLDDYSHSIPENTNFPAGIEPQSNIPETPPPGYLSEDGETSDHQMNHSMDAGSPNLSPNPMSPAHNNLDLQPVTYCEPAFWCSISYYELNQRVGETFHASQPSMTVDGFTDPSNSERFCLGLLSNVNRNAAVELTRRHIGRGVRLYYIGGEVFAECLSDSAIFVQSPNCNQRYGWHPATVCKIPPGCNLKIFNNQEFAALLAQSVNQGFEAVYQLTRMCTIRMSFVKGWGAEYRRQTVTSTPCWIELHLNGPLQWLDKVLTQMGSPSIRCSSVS
ERa coact pot = enhances coactivator binding to human estrogen receptor alpha | P03372 | TR-FRET ERalpha-LBD/SRC-Cy5 coactivator binding, 2 h; 100 = basal binding, no effect | AID 639 | coactivator binding (% of control), % at 25.6 µM | 1.3% of 86,000 active; in the data active means activity above about 200%;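 further: binding measured in presence of low estradiol as agonist stimulus; 0% = peptide alone without receptor and 100% = receptor with peptide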
MT1-MMP txn act = activates MT1-MMP transcription; AID 750; HT1080 MT1-MMP promoter luciferase reporter, luminescence, overnight; stronger effect = higher value; activation factor at 10 µM; 0.16% of 86,000 active;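 active means activation factor of at least 2 for MT1-MMP transcription at 10 µM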
Starred values were filed as active, the others as inactive; · = no result given; [ ] = dose if it differs, or a comment.

SMILES	Mac1 fbg enh	CD11b adhes inh	ERb coact inh	sEH inhibitor	Calb biofilm kill	sEH act	Smad3 inh	ERa coact pot	MT1-MMP txn act
CCN(CC)c1ccc(C=Nc2ccc(C#N)cc2)c(O)c1	3	-18	22	·	10	·	5	105[fluorescence artefact?]	1.2
O=C(O)C1CC(=O)N(Cc2ccccc2)C1 (stereo unspecified)	1	-19	14	1	8	-4	-9	95	1.2
COc1ccc(C(=O)/C=C\N2CCOCC2)cc1	1	-12	-6[fluorescence artefact?]	-8	-1	9	-8[fluorescence artefact?]	106[fluorescence artefact?]	1.2
COc1ccc(NC(=O)CN(C)C(=O)c2ccc(C)s2)cc1	·	·	-6	-2	6	4	15[fluorescence artefact?]	87	1
COC(=O)c1ccc(NC(=O)CSc2nnc(-c3ccncc3)n2N)cc1	-5	16	-5	4	4	-2	1	115	1.2
Cc1cc(NC(=O)CN2C(=O)NC(C)(c3ccc(OC(F)F)cc3)C2=O)no1 (stereo unspecified)	5	-3	10	-21	0	19	-2	105	1.2
Fc1ccc(-c2cc3nc4c(c(N5CCOCC5)n3n2)CCCC4)cc1	-2	5	-7	6	10	-9	0	112	1.2
Cc1nnc(SCC(=O)N2CCCCC2)n1CC1CCCO1 (stereo unspecified)	·	·	9[fluorescence artefact?]	-9	-5	9	-8	97	1.2
CCOC(=O)c1cnc(-n2nc(C)cc2C)nc1NC1CCCCC1	-9	72	1	6	6	-9	7	72	1.1
COC(=O)c1cc(Br)c(=O)n(CCC2=CCCCC2)c1	11	-25	0	8	0	-7	10	112[fluorescence artefact?]	1.1
COc1ccc(CCNc2nc(C)nc3c2oc2ccccc23)cc1OC	-6	52	2	-10	11	9	2	114	1.2
NC(=O)c1c(N)sc(=S)n1CC1CCCO1 (stereo unspecified)	0	-5	7	-4	0	2	3	109	1.1
Cc1ccc(CSC2=NCCN2C(=O)C2CC2)cc1	-1	-8	-15	0	4	0	6[fluorescence artefact?]	128	1
CCN(CC)S(=O)(=O)c1ccc(/C(O)=C(\C#N)c2nc3ccccc3n2C)cc1	-2	-6	10[fluorescence artefact?]	·	11	·	-1	110	1
COc1ccc(Cl)cc1S(=O)(=O)n1ccnc1C(C)C	-1	-10	-7	-4	5	3	-6	118	1
O=C1c2ccccc2CC1Sc1nnc(-c2ccccn2)o1 (stereo unspecified)	-4	-16	-5	-13	8	11	-1	84[fluorescence artefact?]	1.8
Cc1noc(C)c1COc1cccc(C(=O)N2CCN(C/C=C/c3ccccc3)CC2)c1	-3	-20	0[fluorescence artefact?]	4	-1	-6	2	93	1.1
COc1ccccc1NC(=O)NCCCl	·	·	-4	8	12	-8	6	101	1
Cc1ccc2cc(CCNC(=O)c3ccc4c(c3)OCO4)c(=O)[nH]c2c1C	8	-9	7	10	8	-12	-9	107[fluorescence artefact?]	·
Cc1cc(C)n2c(SCc3ccccc3Cl)nnc2n1	-2	1	22	7	5	-7	-4	112	·
CCNc1nc(C)nc2c1oc1ccccc12	-4	-8	-6	0	3	0	6	111	1
Cc1ccc(C(=O)Nc2ccc(S(=O)(=O)N3CCN(C)CC3)cc2)o1	-1	8	-7	·	-3	·	-3	108	1.2
O=C(COC(=O)c1ccccc1NC(=O)c1ccco1)NCc1ccc2c(c1)OCO2	-1	-12	20	19	4	-20	-7	185[fluorescence artefact?]	1.2
CCn1ccc(C(=O)NC2=C(C#N)CCC2)n1	-2	10	7	3	-5	0	2	94	0.9
Cc1ccccc1-n1c(SCc2c(C)noc2C)nnc1-c1ccncc1	-1	-42	-3[fluorescence artefact?]	1	1	-3	-8	89	1.1
O=C(CS(=O)CC(=O)N(CC(=O)NC1CCCC1)C1CCCC1)Nc1ccc(F)cc1 (stereo unspecified)	-2	7	4	-1	6	1	-2	86	1.1
C/C(N)=C(/C#N)C(=O)COC(=O)COc1ccc(Cl)cc1C	-6	1	·	-4	·	5	·	·	·
CSc1nc(SCCO)c2sc3nc(-c4ccco4)c4c(c3c2n1)CC(C)(C)OC4	100	3	·	-2	·	1	·	·	·
CCn1nccc1C(=O)Nc1ccc(Cl)c(Cl)c1	·	·	-10	46	7	-45	5	84	1.6
CC(C)n1cc(NC(=O)C2CC(c3cccc(Br)c3)=NO2)cn1 (stereo unspecified)	4	5	-11	1	6	1	12	94	1.2
O=C(O)CCC(=O)NCc1ccc(C(=O)O)cc1	-4	-1	-3	4	2	-7	14	95	1.2
CCOc1ccccc1-c1nc2c([nH]1)c(=O)n(C)c(=O)n2C	-2	-2	9	-1	8	0	-1	112	1.2
COc1cccc(Nc2nc3ccccc3nc2-n2nc(C)cc2C)c1	3	-4	34	-2	11	4	15	105	·
Cc1ccccc1NC(=O)N(C(C)C)C(C)C	-5	-19	0	4	-5	-2	-2	92	1.1
CC(C)(C)c1ccc(OCC(=O)NC2CCS(=O)(=O)C2)cc1 (stereo unspecified)	2	-6	5[fluorescence artefact?]	-4	9	5	6	109	1.1
COc1cc(-c2nn3c(-c4ccco4)nnc3s2)cc(OC)c1OC	0	-12	-2[fluorescence artefact?]	·	10	·	9	118	1.1
Cn1c(SCC(=O)NC(C)(C)C)nnc1-c1cccc(NC(=O)c2ccccc2F)c1	0	0	-13	12	10	-14	-7	111	1.2
Cc1cccc(C(=O)N2CCC(n3nnc4cc(F)ccc43)CC2)c1	9	4	-1	5	-8	-8	-5	120	0.9
Clc1ccc2[nH]cc(-c3nnnn3-c3ccc4ccccc4c3)c2c1	-13	71	·	-10	·	7	·	·	·
COc1ccc(/C(O)=C/c2nc3ccccc3n(-c3ccccc3)c2=O)cc1	3	2	10	3	0	0	6	121	1.4

An excerpt taken from the entries so far:
SMILES	Mac1 fbg enh	CD11b adhes inh	ERb coact inh	sEH inhibitor	Calb biofilm kill	sEH act	Smad3 inh	ERa coact pot	MT1-MMP txn act
CC(C)(C)c1ccc(OCC(=O)NC2CCS(=O)(=O)C2)cc1 (stereo unspecified)	2	-6	5[fluorescence artefact?]	-4	9	5	6	109	1.1
COc1cc(-c2nn3c(-c4ccco4)nnc3s2)cc(OC)c1OC	0	-12	-2[fluorescence artefact?]	·	10	·	9	118	1.1
Cn1c(SCC(=O)NC(C)(C)C)nnc1-c1cccc(NC(=O)c2ccccc2F)c1	0	0	-13	12	10	-14	-7	111	1.2
Cc1cccc(C(=O)N2CCC(n3nnc4cc(F)ccc43)CC2)c1	9	4	-1	5	-8	-8	-5	120	0.9
Clc1ccc2[nH]cc(-c3nnnn3-c3ccc4ccccc4c3)c2c1	-13	71	·	-10	·	7	·	·	·
COc1ccc(/C(O)=C/c2nc3ccccc3n(-c3ccccc3)c2=O)cc1	3	2	10	3	0	0	6	121	1.4

(continued)
SMILES	Mac1 fbg enh	CD11b adhes inh	ERb coact inh	sEH inhibitor	Calb biofilm kill	sEH act	Smad3 inh	ERa coact pot	MT1-MMP txn act
O=C(NCCc1ccccc1)c1ccc(Cl)nc1	·	·	-10	6	0	0	-6	109	1.7
COc1ccc(-n2c(Cc3cccn3C)nnc2SCC(=O)NCc2ccc(F)cc2)cc1	0	-8	-11	·	5	·	7	123	1
CN(CCC#N)CC(=O)Nc1ccc(NC(=O)CN(C)CCC#N)cc1	·	·	8[fluorescence artefact?]	9	-1	-8	-11	97	1
CCOC(=O)c1cccc(NC(=O)CSc2nnc(CNc3ccc(C)cc3)n2CC)c1	2	-2	-1	6	10	-6	5	88	1.3
CCOC(=O)N1CCN(c2c(NCc3ccc(Cl)cc3)c(=O)c2=O)CC1	0	9	-2	-4	11	2	13	118	·
COc1ccc(OCc2nnc(SC3CCOC3=O)n2-c2ccccc2)cc1 (stereo unspecified)	-5	-10	6[fluorescence artefact?]	-4	7	7	14[fluorescence artefact?]	108	1
CCN=C1SC(CC(=O)Nc2ccc(N3CCOCC3)cc2)C(=O)N1CC (stereo unspecified)	-10	-15	2[fluorescence artefact?]	0	6	0	-3	110	1.2
Cc1ccc(N(CC(=O)NCc2ccco2)C(=O)CCC(=O)Nc2ccccn2)cc1C	-3	-4	-1	4	4	-6	1	109	1.1
CCNc1nc(OCCNC(C)=O)nc(N(C)C)n1	·	·	3	-1	8	1	-9	81	1
Cc1csc(NC(=O)CSc2nnc(-c3ccccc3)o2)n1	-4	-42	-13	7	4	-5	3	114	·
COc1ccc(-c2nc(CSCC(=O)N3CCc4ccccc4C3)c(C)o2)cc1OC	-8	53	-9[fluorescence artefact?]	·	5	·	9	102	1
CC1CCCN(C/C(O)=C(\C#N)c2nc3ccccc3[nH]2)C1 (stereo unspecified)	3	0	-22	-17	7	17	15	100	1.2
Cc1nnc(SCC(=O)N(C)Cc2ccccc2)[nH]c1=O	-3	-8	-2[fluorescence artefact?]	-13	3	15	4[fluorescence artefact?]	124	0.9
O=C1[C@@H]2[C@H](C(=O)N1Cc1cccnc1)[C@H]1C=C[C@@H]2C1	-5	-2	-10	-12	9	12	5	97	1.1
COc1ccc(N(C(=O)C(C)C)S(=O)(=O)c2ccc3c(c2)n(C)c(=O)n3C)cc1	0	-3	-32	-1	6	4	6	98	1
CCCc1[nH]nc2c1C(c1ccc(OC(=O)N3CCOCC3)cc1)C(C#N)=C(N)O2 (stereo unspecified)	2	2	·	-9	·	10	·	·	1.1
Cc1cc(NC(=O)COC(=O)c2n[nH]c3ccccc23)no1	·	·	-1	2	5	-1	4	118[fluorescence artefact?]	1.3
Cc1ccc(Cc2cnc(NC(=O)C3CCCO3)s2)cc1 (stereo unspecified)	35	17	-3	6	7	-7	-2	100	0.9
COc1ccccc1C1/C(=C(/O)c2ccc(C)cc2)C(=O)C(=O)N1Cc1ccco1 (stereo unspecified)	6	12	-9	·	-4	·	4	123	1.2
COc1cc(/C=N/N2CCN(C3c4ccccc4-c4ccccc43)CC2)ccc1O	1	-4	·	18	·	-18	·	·	·
Cc1[nH]c2ccc(F)cc2c(=O)c1SC(F)(F)C(F)C(F)(F)F (stereo unspecified)	-2	0	11[fluorescence artefact?]	-9	6	7	3	88[fluorescence artefact?]	1.2
CN=c1sc2ccccc2n1CC(O)COc1ccccc1 (stereo unspecified)	0	10	-2[fluorescence artefact?]	·	5	·	2	102	1.1
CCNCc1cc2cc(C)ccc2[nH]c1=O	6	-21	-8	1	-2	0	-10	111	1.2
O=C(Nc1ccc(NC(=O)C2CC2)nc1)c1ccncc1	-4	7	-5	11	1	-10	-3	139[fluorescence artefact?]	0.9
COc1ccc(OC)c(CN2CCN(C(=O)c3cccs3)CC2)c1	-2	-7	-2	-22	2	24	8	114	1.2
CCOc1ccc(N(CC(=O)NC2CCCC2)S(=O)(=O)c2c(C)[nH]c(=O)[nH]c2=O)cc1	3	2	17[fluorescence artefact?]	0	-5	-1	-9	115[fluorescence artefact?]	1
CCN1CCN(C(c2ccccn2)c2c(NC(=O)c3ccccc3)sc(C)c2C)CC1 (stereo unspecified)	0	14	·	0	·	0	·	·	·
CC1CCN(C(=O)C2Cc3ccccc3CN2S(=O)(=O)c2ccc(F)cc2)CC1 (stereo unspecified)	-2	-14	-7	1	-1	0	5	115	1.1
CC(C)C(=O)Nc1nnc(SCC(=O)N2c3ccccc3CC2C)s1 (stereo unspecified)	·	·	-14	-10	3	12	-12	104	1.2
CN(C)c1ccnc(Oc2ccccc2)c1C#N	2	23	·	-27	·	26	·	·	·
CC(=O)N(C)c1ccc(OCC(O)COc2ccc(N(C)C(C)=O)cc2)cc1	-4	-2	-2	-7	-1	9	6	115	1.2
CC(C)C[C@H](NC(=O)OC(C)(C)C)c1nnc(SCc2ccccc2)o1	-1	-4	0	2	5	0	2	107	1.2
Oc1ccc(CN2CCCCC2)c2cccnc12	·	·	-7	-2	3	7	6	90	1.2
COc1ccc(NC(=O)C2CCN(S(=O)(=O)c3c(C)noc3C)CC2)cc1Cl	-3	7	8[fluorescence artefact?]	25	4	-26	-6	108	1.1

Only part of the results is shown; the hit share may differ from the screen's.
